# KOR beta-arrestin-1 = KOR antagonists, beta-arrestin recruitment, cell-based, luminescence, uHTS (AID 1778) | Kappa-type opioid receptor (Homo sapiens) | KOR beta-arrestin recruitment, luminescence, antagonist mode; higher % means a stronger effect | inhibition, % at 10 µM; hits with a dose series show IC50 in µM | hit rate 0.091% among 290,000; in the data active = inhibition above about 50%; note: strong numbers were not always called active
# MgcRacGAP inhibition = MgcRacGAP GTPase-activating activity inhibitors, confirmation, biochemical, ADP Hunter fluorescence | hit rate 0.6% among 340,000 | Rac GTPase-activating protein 1 (Homo sapiens) | inhibition, % at 30 µM, or IC50 in µM where a hit was titrated | MgcRacGAP-stimulated Rac1 GTP hydrolysis, ADP Hunter fluorescence; higher % means a stronger effect; GST-tagged Rac1 F28L mutant substrate | AID 624330, 2012;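 active = first-screen hits whose inhibition reached a set limit at any dose in the follow-up dose series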;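 note: fluorescence reports GDP produced by GAP-driven GTP hydrolysis; strong numbers were not always called active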
# GPR55 beta-arrestin = GPR55 agonists via beta-arrestin recruitment, primary screen, imaging, U2OS cells, beta-arrestin-GFP redistribution (AID 1961); U2OS GPR55 beta-arrestin-GFP redistribution imaging; higher % means a stronger effect; activation, % at 10 µM, or EC50 in µM where a hit was titrated; hit rate 0.048% among 290,000;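 active = activation above 40% with more than 50 cells counted in the well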;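 note: U2OS osteosarcoma cells stably expressing GPR55 and beta-arrestin-GFP; plate controls were DMSO negative control for no effect and LPI positive control for full effect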
# NOD1 NF-kB reporter = NOD1 signaling inhibitors, primary screen, cell-based, luminescence, uHTS (AID 1578); NOD1-driven NF-kB luciferase reporter cells, luminescence; higher % means a stronger effect; hit rate 1% among 290,000; inhibition, % at 4 µM; hits with a dose series show EC50 in µM; in the data active = inhibition mostly above about 36%, no sharp cut-off; inactive = mostly below about 34%;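 note: HEK-293T reporter cells stimulated with the NOD1 agonist gamma-tri-DAP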
# KOR beta-arrestin-2 = KOR agonists, beta-arrestin recruitment, primary screen, cell-based, luminescence, uHTS (AID 1777). activation, % at 10 µM, or EC50 in µM where a hit was titrated. Kappa-type opioid receptor (Homo sapiens). hit rate 0.02% among 280,000. KOR beta-arrestin recruitment, luminescence; higher % means a stronger effect; in the data active = activation above about 50%, passing the limit was not always enough; note: a part of the inactive calls stands beside numbers as strong as those of hits
# K1F lysis inhibition = inhibition of K1F phage lysis, E. coli UTI89, bacterial capsule biogenesis inhibitors, alamar blue (AID 488966); E. coli UTI89 K1F phage lysis, alamar blue, 2 h; higher % means a stronger effect; inhibition, % at 100 µM, or IC50 in µM where a hit was titrated; hit rate 0.02% among 340,000;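 active = phage lysis inhibition, versus mean bacterial control, above a set limit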;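 note: capsule biogenesis inhibitors block K1F phage lysis so surviving cells raise fluorescence; higher fluorescence means more inhibition of phage lysis; actives were called in the ten point dose series up to 300 µM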
# GPR55 antagonists = GPR55 antagonists blocking LPI-driven arrestin recruitment, primary screen, imaging, U2OS, beta-arrestin-GFP, LPI agonist (AID 2013); U2OS GPR55 beta-arrestin-GFP translocation imaging, LPI antagonism; higher % means a stronger effect; hit rate 0.13% among 290,000; one-dose inhibition, % at 10 µM; IC50 in µM for titrated hits; G-protein coupled receptor 55 (Homo sapiens);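 active = spots per cell inhibited over 60%, with over 100 cells counted and total cytoplasm intensity under 500,000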;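 note: U2OS cells stably carrying GPR55 and arrestin-GFP stimulated by 5 µM LPI near EC80; imaged beta-arrestin-GFP aggregate spots per cell after agonist stimulation; plate controls were LPI-stimulated DMSO wells for no effect and DMSO wells without LPI for full effect; some results filed as inactive read as strong as hits; confirmed hits need IC50 under 10 µM and bright autofluorescent wells are also inconclusive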
# GPR35 antagonists = GPR35 antagonists blocking zaprinast-driven arrestin recruitment, primary screen, imaging, U2OS, beta-arrestin-GFP, zaprinast agonist (AID 2058) | G-protein coupled receptor 35 (Homo sapiens) | U2OS GPR35 beta-arrestin-GFP translocation imaging, zaprinast antagonism; higher % means a stronger effect | one-dose inhibition, % at 10 µM; IC50 in µM for titrated hits | hit rate 0.052% among 290,000;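 active = inhibition of at least 50% with at least 30 cells and total cytoplasm GFP at most 10,000,000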
# NTR1 ag = agonists of NTR1, primary screen, imaging, U2OS cells, beta-arrestin-GFP, high content (AID 493036); Neurotensin receptor type 1 (Homo sapiens), P30989; NTR1-U2OS beta-arrestin-GFP spot imaging, agonist mode; activation, % at 20 µM; hit rate 0.17% among 330,000;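 active = activation at or above 40% of the spot to cytoplasm intensity ratio, with at least 20 cells analyzed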;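 note: 0% = DMSO without peptide and 100% = 100 nM NTR1 peptide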
# Target sequence (P30989 whole entry, looked up): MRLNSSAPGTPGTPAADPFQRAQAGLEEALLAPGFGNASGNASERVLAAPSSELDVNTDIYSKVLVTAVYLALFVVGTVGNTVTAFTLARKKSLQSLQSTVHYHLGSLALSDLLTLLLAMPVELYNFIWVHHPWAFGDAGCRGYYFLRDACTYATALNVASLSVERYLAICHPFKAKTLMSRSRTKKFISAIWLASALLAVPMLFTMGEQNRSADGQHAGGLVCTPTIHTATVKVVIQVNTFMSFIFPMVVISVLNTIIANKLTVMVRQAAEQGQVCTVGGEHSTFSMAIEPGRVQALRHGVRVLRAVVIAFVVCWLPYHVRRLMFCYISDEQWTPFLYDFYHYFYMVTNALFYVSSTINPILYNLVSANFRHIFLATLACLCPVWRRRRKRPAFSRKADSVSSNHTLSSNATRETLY
# NTR1 ag cell count 20 µM = second read-out of NTR1 ag, no call of its own (marks repeat the call); cell count; measured here: cell count, cytotoxicity flag
# * hit, by the source's call; nt = no result given; [ ] = remark or other dose. A portion of the library; count on the stated rates, not on these rows.
SMILES,KOR beta-arrestin-1,MgcRacGAP inhibition,GPR55 beta-arrestin,NOD1 NF-kB reporter,KOR beta-arrestin-2,K1F lysis inhibition,GPR55 antagonists,GPR35 antagonists,NTR1 ag,NTR1 ag cell count 20 µM
CCC1CCCCN1C(=O)c1cc(-c2ccc(Cl)c(Cl)c2)on1 (stereo not drawn),23.5%,14.9%,0.3%,-22.5%,-1.6%,1.8%,9.6%,18.8%,3.2,86
CCOC(=O)c1c(CC(C)C)csc1NC(=O)COC(=O)c1cc(OC)c(OC)cc1[N+](=O)[O-],-29.0%,3.5%,0.2%,-49.6%,4.8%,1.4%,-3.7%,7.9%,0.1,90
CC(NC(=O)c1ccccc1N)c1ccccc1 (stereo not drawn),-13.1%,4.8%,-0.2%,-13.5%,-1.7%,0.8%,5.1%,5.9%,0.3,40
CCOc1ccc(Cl)cc1CSc1n[nH]c(C)n1,-22.5%[20 µM],nt,-0.1%,-9.2%,-7.7%,nt,-12.3%,15.4%,1.6,57
CC(=O)Oc1cc2oc(=O)c3c(c2cc1Cl)CCC3,-34.6%,12.6%,0.0%,2.9%,6.7%,-0.1%,6.0%,0.5%,-0.5,26
OC(CNCc1ccccc1C(F)(F)F)C(F)(F)F (stereo not drawn),-18.9%,-6.4%,-0.1%,-17.1%,2.6%,-0.3%,8.1%,-21.9%,-1.6,32
CCSc1ncc(C#N)c(=O)[nH]1,-19.3%,4.0%,-0.1%,-30.5%,1.1%,1.0%,13.2%,-1.4%,-1.0,55
O=C(O)c1ccc(-n2nnc3ccccc32)c([N+](=O)[O-])c1,-40.3%,7.6%,0.1%,-16.6%,-0.9%,0.1%,2.0%,12.4%,-2.0,51
Cc1ccc(C2CN(C)C3(C(=O)Nc4ccccc43)C23COc2ccccc2C3=O)cc1 (stereo not drawn),-21.6%,3.4%,0.4%,11.5%,4.2%,0.4%,9.3%,4.0%,5.6,94
CC(=O)c1sc(NC(=O)c2cnc(Cl)c(Cl)c2)nc1C,-28.9%,2.6%,-0.2%,-39.6%,1.6%,-1.8%,9.4%,-2.1%,5.8,42
CCC(=O)N(Cc1cc(=O)[nH]c2ccccc12)c1ccccc1C,-0.8%,13.6%,-0.1%,-1.3%,-2.4%,-1.2%[50 µM],6.2%,-7.3%,-2.4,48
CC1(C)CN=c2s/c(=C\c3ccc(Cl)cc3)c(=O)n2C1,-39.3%,8.7%,0.3%,18.4%,2.8%,0.8%,-2.3%,-15.4%,-0.5,51
C=CCNC(=S)N1CCN(Cc2ccc3c(c2)OCO3)CC1,-4.1%[20 µM],158µM*,-0.3%,-10.7%,0.6%,-0.4%,-2.5%,-7.6%,0.3,54
CCc1[nH]nc(C(=O)N/N=C/c2ccncc2)c1C,9.2%,10.0%,-0.1%,-25.8%,0.9%,0.2%,3.4%,-5.0%,-1.0,76
O=C(Nc1nccs1)NC1CCCCC1,9.5%,16.1%,0.0%,-2.3%,-2.8%,0.8%,26.8%,3.2%,-2.3,78
CCCCOc1ccc(Cn2c(=O)oc3ccccc32)cc1,-5.7%,6.3%,0.0%,-1.3%,3.4%,-0.7%[50 µM],-1.3%,0.1%,0.5,96
COC1=CC(=O)OC12CCCCC2,11.4%,0.6%,0.5%,-12.4%,0.1%,0.2%,0.1%,1.4%,-1.2,85
Cn1c(=O)c2c(c3ccccc31)OC(=O)CC2c1cccnc1 (stereo not drawn),5.3%,-9.4%,0.1%,-11.8%,1.2%,-0.1%,-9.9%,2.9%,nt,nt
CCN(CC(=O)NC(C)C)C(=O)c1ccc(Cl)cc1,38.1%,4.4%,-0.6%,-34.7%,-2.3%,0.4%,-11.9%,-7.4%,nt,nt
CC1Cc2nc(SCC(=O)Nc3ccc(F)cc3F)n(C)c(=O)c2S1 (stereo not drawn),-2.2%,9.4%,-0.1%,3.4%,0.7%,3.8%,0.7%,7.0%,0.6,54
OC(COc1c(Br)cc(Br)cc1Br)CN1CCOCC1 (stereo not drawn),6.4%,0.3%,0.9%,-1.3%,-4.8%,0.2%,0.5%,10.0%,nt,nt
O=C(Nc1ccc2c(c1)OCO2)c1cc2ncc(Br)cn2n1,-2.8%,9.0%,0.2%,-26.9%,-1.0%,0.8%,2.0%,-4.8%,nt,nt
c1ccc(CSc2nnc(-c3cccnc3)o2)cc1,-26.2%,7.0%,0.2%,-0.3%,6.3%,0.7%,-10.3%,14.5%,-0.8,32
Cc1ccc(/C=C2\CC(C)CC3=C2NC(=S)NC3c2ccc(C)cc2)cc1 (stereo not drawn),0.9%,14.1%,-0.1%,-7.1%,-1.0%,0.3%,0.8%,-1.2%,1.4,62
COC(=O)Cc1c(O)ccn(Cc2cccc(C(F)(F)F)c2)c1=O,-3.9%[20 µM],2.9%,-0.1%,-23.8%,-8.8%,-0.1%,-1.8%,10.4%,1.4,54
CC(Sc1nc2ccccc2[nH]1)C(=O)O (stereo not drawn),-14.5%,3.4%,-0.2%,-6.0%,-3.7%,2.3%,-19.0%,6.1%,-0.7,89
CC(C)Oc1ccc(CN2CCCC(CO)(Cc3ccc(F)cc3)C2)cc1 (stereo not drawn),-14.0%,0.7%,-0.1%,-9.4%,3.7%,-1.1%,11.3%,-4.0%,2.0,50
Cn1c(N)c(C(=O)CSc2nc3ccccc3n2-c2ccccc2)c(=O)n(C)c1=O,-12.1%,4.8%,0.1%,8.3%,10.7%,0.4%,1.3%,7.3%,-0.7,54
O=C(Nc1c(Cl)cc(Cl)cc1C(=O)NCCN1CCOCC1)c1cccc([N+](=O)[O-])c1,-12.3%,13.8%,-0.3%,-34.7%,2.5%,0.3%,-5.8%,-3.8%,0.6,82
Cc1ccccc1CC(=O)c1ccc(O)c(C)c1O,4.9%,8.8%,0.3%,3.5%,0.7%,-2.3%,0.4%,-9.5%,2.2,80
Cc1cc(C)n2nc(SCCOc3ccccc3F)nc2n1,-22.5%,6.1%,0.1%,-45.2%,-2.8%,0.1%,6.1%,2.1%,-0.9,52
CCCCN(C(=O)NC(=O)Nc1ccccc1OC)S(C)(=O)=O,-16.6%,-2.2%,-0.2%,-31.5%,-5.3%,2.4%,-8.9%,15.2%,0.1,58
CCOC(=O)c1cc(-c2ccc(N3CCOCC3)cc2)nn1-c1ccccc1,-13.7%,6.2%,-0.2%,-17.6%,-4.1%,2.1%,-3.8%,-11.2%,0.3,48
O=C(COC(=O)C1=COCCO1)Nc1cccc(Oc2ccccc2)c1,1.9%,8.5%,0.8%,-23.4%,-3.0%,1.0%,-9.1%,-9.7%,-2.9,79
COCCNC(=O)c1cn(CCOC)c(=O)c2c1c1ccccc1n2C,-37.8%,4.9%,0.3%,-11.6%,-1.1%,0.1%,4.9%,-12.2%,1.2,68
O=C(CCn1c(=O)oc2ccccc21)NCc1cccs1,20.8%,2.4%,0.2%,-37.3%,0.9%,7.5%,8.7%,7.5%,0.5,47
O=C1c2sc3nc4ccccc4n3c2C(=O)N1c1ccccc1Cl,-40.1%,12.8%,-0.1%,12.3%,-2.0%,0.3%,8.8%,2.3%,1.4,43
CSc1nnc(-c2cccs2)n1-c1ccccc1,-17.7%,2.6%,-0.2%,-18.4%,-2.3%,6.2%,20.2%,-11.0%,1.6,58
COc1cccc(CNS(=O)(=O)c2ccc3c(c2)oc(=O)n3C)c1,-12.8%,-1.1%,0.4%,38.0%,9.0%,0.4%[50 µM],-28.4%,6.1%,-0.8,51
O=C(Cn1nnc2ccccc21)c1cccc([N+](=O)[O-])c1,nt,1.8%,-0.2%,-16.5%,0.1%,-1.1%,-0.6%,-6.4%,0.6,46
CC(Sc1ccc2nnc(-c3ccc(F)cc3)n2n1)C(=O)O (stereo not drawn),-11.0%,7.2%,0.8%,-8.5%,-4.9%,0.2%,-0.6%,4.7%,4.8,49
Cc1cc(C)c(S(C)(=O)=O)c(=O)[nH]1,-7.2%,1.3%,0.5%,22.1%,-4.7%,0.5%,9.3%,9.2%,0.4,79
O=c1cccc2n1Cc1cc3ccccc3nc1-2,1.5%,6.6%,-0.1%,-41.2%,-1.9%,-0.9%,-3.0%,7.5%,-0.1,81
Cc1ccc(NC(=O)CN2C(=O)NC3(CCC(C)CC3)C2=O)c(Cl)c1 (stereo not drawn),-35.8%,-5.6%,-1.0%,-9.3%,-11.9%,7.7%,-5.6%,-2.6%,3.3,53
CC1CC(C)CN(C/C=C/c2ccccc2[N+](=O)[O-])C1 (stereo not drawn),-0.9%,nt,-0.2%,nt,7.0%,nt,17.8%,-0.7%,0.2,66
O=C(Nc1ccccc1)Nc1ccc2ccccc2c1,16.7%,9.0%,-0.1%,-8.4%,-0.4%,-0.1%,5.0%,0.2%,1.1,53
O=C(N/N=C/c1ccc(O)cc1)c1cccc(N/N=C/c2ccc(O)cc2)c1,28.7%,28.6%,0.2%,-9.2%,1.8%,1.4%[50 µM],13.4%,2.8%,4.1,64
O=C(NC(=S)Nc1ccc(N2CCOCC2)cc1)c1ccccc1,-31.3%,10.5%,0.1%,12.8%,3.2%,0.2%,8.4%,16.6%,1.9,42
Cc1ccccc1NC(=O)c1c(C)nn(-c2ccccc2)c1Cl,-14.3%,8.2%,-0.4%,-2.1%,5.9%,1.2%[50 µM],6.9%,-8.0%,1.7,76
O=C(CCc1nnc(Cc2cccc(C(F)(F)F)c2)o1)NC1CC1,-3.4%,2.9%,-0.2%,-42.8%,-6.8%,-0.1%,4.4%,13.3%,2.2,48
COc1ccc(C(=O)Nc2ccc(N3CCN(C)CC3)cc2)cc1[N+](=O)[O-],-16.1%,13.7%,0.4%,-47.7%,0.4%,4.8%,-0.7%,-0.4%,0.1,48
Cc1ccc(C(=O)N/C(=C\c2ccco2)C(=O)NCCCN2CCOCC2)cc1C,-18.9%,4.4%,2.0%,14.3%,0.1%,0.2%,-4.1%,-3.0%,0.2,53

# Part of the list above, with tabs:
SMILES	KOR beta-arrestin-1	MgcRacGAP inhibition	GPR55 beta-arrestin	NOD1 NF-kB reporter	KOR beta-arrestin-2	K1F lysis inhibition	GPR55 antagonists	GPR35 antagonists	NTR1 ag	NTR1 ag cell count 20 µM
Cc1ccccc1NC(=O)c1c(C)nn(-c2ccccc2)c1Cl	-14.3%	8.2%	-0.4%	-2.1%	5.9%	1.2%[50 µM]	6.9%	-8.0%	1.7	76
O=C(CCc1nnc(Cc2cccc(C(F)(F)F)c2)o1)NC1CC1	-3.4%	2.9%	-0.2%	-42.8%	-6.8%	-0.1%	4.4%	13.3%	2.2	48

# Compound activity deposited in PubChem by several laboratories.
